# Screening data as filed in PubChem.
# GPR7 antagonist: human neuropeptides B/W receptor 1 antagonism; P48145; GPR7-expressing cells, fluorescence antagonist assay; inhibition, % at 4.4 µM; 290,000 tested, 1.1% active; AID 1861; in the data active = inhibition above about 16%, passing the limit was not always enough;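 also: cells stimulated with the agonist NPW; 0% = agonist with vehicle and 100% = vehicle without agonist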
# M18AAP inhibitor: PfM18AAP enzyme inhibition. inhibition, % at 7.35 µM. recombinant PfM18AAP, H-Glu-NHMec fluorogenic cleavage. AID 1822. 290,000 tested, 1.2% active;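 active = inhibition above the campaign mean inhibition over all tested compounds plus 3 SD, cut at about 28% in these data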;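 also: 0% = plate median of test compound wells and 100% = 2 mM ZnCl2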
# NALP1 inh: inhibitors of NALP1 inflammasome in yeast | S. cerevisiae NALP1/ASC/caspase-1 growth, X-gal OD620, 72 h | inhibition, % at 10 µM | 280,000 tested, 0.61% active | AID 2071; in the data active = inhibition mostly above about 24%, no sharp cut-off; inactive = mostly below about 32%; also: some compounds called inactive have numbers as strong as hits
# V1R ag counter: counter-screen for oxytocin receptor agonists: human V1a receptor agonists. P37288. CHO-V1R cells, Fluo-8 calcium fluorescence, agonist mode; 0% DMSO, 100% 3 nM vasopressin. activation, % at 3 µM. 320,000 tested, 0.25% active. AID 2797;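 active = activation above the mean activation of all tested compounds plus 3 SD, per screening run, cut at about 20% in these data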;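 also: signal is peak over basal fluorescence ratio across a 100 second FLIPR read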
# Target sequence (P37288 whole entry, looked up): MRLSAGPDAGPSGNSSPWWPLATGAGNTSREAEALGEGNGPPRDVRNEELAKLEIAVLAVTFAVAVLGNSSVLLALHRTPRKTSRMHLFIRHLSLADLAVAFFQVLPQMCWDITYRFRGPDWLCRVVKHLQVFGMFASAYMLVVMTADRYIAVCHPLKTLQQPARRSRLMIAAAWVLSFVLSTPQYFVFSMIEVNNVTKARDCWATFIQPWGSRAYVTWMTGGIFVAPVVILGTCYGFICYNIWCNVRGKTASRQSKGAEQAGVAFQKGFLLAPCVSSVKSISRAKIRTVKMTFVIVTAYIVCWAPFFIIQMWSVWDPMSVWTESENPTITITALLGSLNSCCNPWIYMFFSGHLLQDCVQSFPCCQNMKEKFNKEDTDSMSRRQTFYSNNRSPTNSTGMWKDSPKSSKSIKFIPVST
# MEKK2wt PB1 HTS: raises or lowers MEK5 binding to wildtype human MEKK2 PB1 domain. binding response (% of control), % at 10 µM. AID 1531. 290,000 tested, 1.1% active. Q9Y2U5. bead flow cytometry, Alexa488-MEK5 binding to MEKK2 WT; actives lie on both sides; in the data active = binding response below about 67% or above about 130%
# MEKK2mut PB1 HTS: signal of MEK5 binding to mutant human MEKK2 PB1 domain | bead flow cytometry, Alexa488-MEK5 binding to MEKK2 mutant | percent response, % at 10 µM | 290,000 tested, 0.35% active | AID 1530; in the data active = percent response above about 24%, passing the limit was not always enough; also: inactives centre near 1; some results filed as inactive read as strong as hits
# OXTR agonist: human OXTR agonism; P30559; CHO-OTR cells, Fluo-8 calcium fluorescence; normalized: DMSO 0%, oxytocin 100%; activation, % at 3 µM; 320,000 tested, 0.32% active;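 active = activation above the mean of all tested compounds plus 3 SD, cutoff set per screening run, cut at about 20% in these data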;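 also: peak over basal fluorescence ratio from a 100 s FLIPR kinetic read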
# Target sequence (P30559 whole entry, looked up): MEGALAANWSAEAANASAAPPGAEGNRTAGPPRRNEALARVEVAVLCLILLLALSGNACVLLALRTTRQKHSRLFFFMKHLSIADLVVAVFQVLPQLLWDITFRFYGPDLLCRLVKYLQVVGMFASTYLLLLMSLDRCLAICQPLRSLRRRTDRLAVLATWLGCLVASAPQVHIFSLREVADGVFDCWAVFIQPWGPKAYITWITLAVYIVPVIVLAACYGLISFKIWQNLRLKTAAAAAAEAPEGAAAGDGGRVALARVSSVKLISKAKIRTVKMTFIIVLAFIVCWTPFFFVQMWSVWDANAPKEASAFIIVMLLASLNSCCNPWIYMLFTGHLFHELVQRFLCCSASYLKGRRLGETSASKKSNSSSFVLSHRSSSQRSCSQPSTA
# GalR3 antag: human GalR3 antagonism. O60755. HEK293 GalR3-CNG cAMP membrane potential fluorescence; galR3 body fused to GalR1 C-terminus. inhibition, % at 3 µM. 360,000 tested, 0.44% active. AID 651719;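 active = inhibition above the screen-wide average plus 3 SD, cut at about 13% in these data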;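 also: forskolin and galanin both at EC90 stimulate the cells; cAMP rise reported by CNG channel membrane potential dye signal; 0% = forskolin plus galanin with DMSO and 100% = forskolin alone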
# Target sequence (O60755 1-299 limits assumed): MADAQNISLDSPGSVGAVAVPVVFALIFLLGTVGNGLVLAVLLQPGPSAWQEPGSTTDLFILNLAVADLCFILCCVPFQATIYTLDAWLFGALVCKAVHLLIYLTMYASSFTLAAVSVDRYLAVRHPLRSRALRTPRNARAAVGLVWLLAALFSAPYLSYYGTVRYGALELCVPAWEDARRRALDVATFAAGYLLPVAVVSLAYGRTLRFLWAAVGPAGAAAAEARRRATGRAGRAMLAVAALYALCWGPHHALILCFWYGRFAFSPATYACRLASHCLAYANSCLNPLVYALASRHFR
# OXTR potentiator: potentiators of human oxytocin receptor | activation, % at 3 µM | P30559 | CHO-OTR cells, Fluo-8 calcium fluorescence, potentiator mode; 0% = oxytocin EC15, 100% = EC100 | 320,000 tested, 0.061% active;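 active = activation above that plate's cutoff, the mean activation of tested compounds plus 3 SD, cut at about 6.6% in these data, passing the limit was not always enough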;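 also: 100% uses oxytocin at 75 nM as the full agonist control; some results filed as inactive read as strong as hits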
#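 Replication – single well per compound, singlicate · Assay system – CHO cell line stably expressing human OTR · Timing – 6 min pre-incubation, 100 s read · Measure – normalized max/min fluorescence ratio, % activation · Doses – 3.0 µM, one dose · Detection – Fluo-8 calcium dye fluorescence · Probe or stimulus – oxytocin near EC15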
# An asterisk follows results filed as active; . = no result given.
# Screens in order – GPR7 antagonist, M18AAP inhibitor, NALP1 inh, V1R ag counter, MEKK2wt PB1 HTS, MEKK2mut PB1 HTS, OXTR agonist, GalR3 antag, OXTR potentiator
O=CN1CCN(C(C(=O)NC2CCCCC2)c2cc3c(cc2[N+](=O)[O-])OCO3)CC1 (configuration not stated)
 : -9, 15, 7, 0.3, 66, -16, -0.7, 4, -3
CCOc1ccc(NC(=O)CN2CCN(CC(=O)Nc3ccc(F)cc3)CC2)cc1
 : -12, 7, 39, 0.5, 102, 14, 0.0, 2, -4
CC(C)(C)c1ccc(S(=O)(=O)NC(Cc2ccccc2)C(=O)O)cc1 (configuration not stated)
 : -17, 3, -10, 0.4, 101, 8, 0.3, -6, 2
Cc1cccc(NC(=O)COc2ccc(Br)cc2)n1
 : -15, 1, 4, -1.4, 110, 6, -1.2, -7, 0
COc1cc(OC)cc(C(=O)NCc2ccc(-n3cccc3)cc2)c1
 : -1, -5, 11, -1.0, 92, -15, -2.1, -1, -5
COc1ccc(C(=O)c2ccc3oc(-c4ccc(OC)cc4)c(C#CCCO)c3c2)cc1
 : ., ., ., 0.0, 91, -9, 0.3, -3, -9
CC(=O)C1=C(O)C(=O)N(CCCN2CCOCC2)C1c1ccccc1[N+](=O)[O-] (configuration not stated)
 : -8, 10, ., -0.1, 108, 4, 1.0, ., -1
COc1cccc(NC(=O)NCc2ccc(F)cc2)c1
 : -12, 2, -5, -0.3, 98, -5, -1.9, -3, -2
CC1=CC(=C2C(=O)c3ccccc3C2=O)C=C(C)N1Cc1ccco1
 : 11, -47, 15, 0.6, ., ., 1.5, 2, 0
Cc1noc2ncnc(Sc3ccc(Br)cc3)c12
 : -6, -9, -3, -1.5, 101, 1, -1.6, -8, 8
Cc1nnc(SCC(=O)N2CCC(C(N)=O)CC2)s1
 : -21, -3, 9, -0.2, 103, -3, 1.1, -3, -3
O=C(/C=C/c1cccc(F)c1)Nc1ccc(S(=O)(=O)N2CCOCC2)cc1
 : ., ., ., 6.7, ., ., 6.6, -4, -7
CCCC(=O)NC(=S)c1c(C)n(C)n(-c2ccccc2)c1=O
 : -5, -3, -9, 0.8, 91, -3, -0.1, -6, -6
O=C(O)CCCn1cc(NC(=O)c2ccco2)cn1
 : 0, -2, -4, 1.6, 101, -1, -0.2, -6, -6
O=C(O)CCC(=O)Nc1ccc(-n2ccc(C(F)(F)F)n2)cc1
 : -4, 1, ., -1.3, 99, -2, 0.6, -5, -3
O=C(CCc1nc2ccccc2s1)OCc1ccccc1F
 : 1, -7, 37, -0.1, 106, 1, -1.4, -2, -8
Cc1nc2cc(NC(=O)NCCC3=CCCCC3)ccc2o1
 : 22, -1, 4, 0.1, 100, 1, -1.2, 4, -3
COc1ccc(OC)c(CC(NC(C)=O)C(=O)NC2CCN(c3cc(C)nc4ncnn34)CC2)c1 (configuration not stated)
 : -6, -3, -4, 0.9, 97, -3, 0.2, -1, -13
CCCCN(CCCC)C1=Nc2ccccc2N/C1=C(/C#N)C(=O)OCC
 : -19, 13, -5, 0.6, 85, 5, -1.5, -2, 2
CCOC(=O)N1CCN(C(=O)CSC2=NS(=O)(=O)c3cc(Cl)ccc3N2)CC1
 : ., ., ., 0.4, ., ., -0.6, -2, 1
NC(=O)c1ncc(C(F)(F)F)cc1Cl
 : -2, -3, 4, 1.7, 96, -7, 0.9, -2, -15
CCC(C)[C@H]1CN=C(N)N1CCc1cccc(F)c1 (some centres not stated)
 : ., ., ., -0.1, 105, 5, 0.9, -3, -10
Cc1ccn(CCC(=O)Nc2ccc3c(c2)OCO3)n1
 : -10, -4, 22, 0.4, 102, 2, -0.6, 3, -8
CCOC(=O)C1=C(C)C(c2cccc(Oc3ccccc3)c2)NC(=S)N1 (configuration not stated)
 : -6, 6, 12, -0.7, 97, 0, -2.5, -3, -4
CCOc1ccc(S(=O)(=O)N2CCN(C(=O)c3cc(-c4ccccc4)nn3-c3ccccc3)CC2)cc1
 : ., ., ., 0.1, ., ., -0.2, -3, 4
COc1cc(S(=O)(=O)NCCOC23CC4CC(CC(C4)C2)C3)c(OC)cc1Cl
 : -9, -2, 22, 1.0, 98, -1, -1.4, 1, 6
O=C(N/N=C/c1ccccc1C(=O)O)c1cccc(S(=O)(=O)N2CCOCC2)c1
 : ., ., ., -0.7, ., ., 0.2, -5, -2
CCC(C)(C)C1CCC2(CC1)NC(=O)N(CC(=O)N(C)Cc1ccc(OC(F)F)cc1)C2=O (configuration not stated)
 : ., ., ., 0.3, ., ., -1.6, -6, -9
COc1ccc(NC(=O)N(C2CCCCC2)C(C)c2cccnc2)c(OC)c1 (configuration not stated)
 : -12, -3, 4, -0.1, 101, -6, -0.8, -1, -8
Cn1c(=O)c2c(nc(Br)n2CC(=O)c2cccs2)n(C)c1=O
 : -9, -3, 4, 0.0, 108, -2, 0.3, -4, -5

# No new results follow: 14 of the compounds above.
# Screens in order – GPR7 antagonist, M18AAP inhibitor, NALP1 inh, V1R ag counter, MEKK2wt PB1 HTS, MEKK2mut PB1 HTS, OXTR agonist, GalR3 antag, OXTR potentiator
Cc1nc2cc(NC(=O)NCCC3=CCCCC3)ccc2o1
 : 22, -1, 4, 0.1, 100, 1, -1.2, 4, -3
COc1ccc(OC)c(CC(NC(C)=O)C(=O)NC2CCN(c3cc(C)nc4ncnn34)CC2)c1 (configuration not stated)
 : -6, -3, -4, 0.9, 97, -3, 0.2, -1, -13
CCCCN(CCCC)C1=Nc2ccccc2N/C1=C(/C#N)C(=O)OCC
 : -19, 13, -5, 0.6, 85, 5, -1.5, -2, 2
CCOC(=O)N1CCN(C(=O)CSC2=NS(=O)(=O)c3cc(Cl)ccc3N2)CC1
 : ., ., ., 0.4, ., ., -0.6, -2, 1
NC(=O)c1ncc(C(F)(F)F)cc1Cl
 : -2, -3, 4, 1.7, 96, -7, 0.9, -2, -15
CCC(C)[C@H]1CN=C(N)N1CCc1cccc(F)c1 (some centres not stated)
 : ., ., ., -0.1, 105, 5, 0.9, -3, -10
Cc1ccn(CCC(=O)Nc2ccc3c(c2)OCO3)n1
 : -10, -4, 22, 0.4, 102, 2, -0.6, 3, -8
CCOC(=O)C1=C(C)C(c2cccc(Oc3ccccc3)c2)NC(=S)N1 (configuration not stated)
 : -6, 6, 12, -0.7, 97, 0, -2.5, -3, -4
CCOc1ccc(S(=O)(=O)N2CCN(C(=O)c3cc(-c4ccccc4)nn3-c3ccccc3)CC2)cc1
 : ., ., ., 0.1, ., ., -0.2, -3, 4
COc1cc(S(=O)(=O)NCCOC23CC4CC(CC(C4)C2)C3)c(OC)cc1Cl
 : -9, -2, 22, 1.0, 98, -1, -1.4, 1, 6
O=C(N/N=C/c1ccccc1C(=O)O)c1cccc(S(=O)(=O)N2CCOCC2)c1
 : ., ., ., -0.7, ., ., 0.2, -5, -2
CCC(C)(C)C1CCC2(CC1)NC(=O)N(CC(=O)N(C)Cc1ccc(OC(F)F)cc1)C2=O (configuration not stated)
 : ., ., ., 0.3, ., ., -1.6, -6, -9
COc1ccc(NC(=O)N(C2CCCCC2)C(C)c2cccnc2)c(OC)c1 (configuration not stated)
 : -12, -3, 4, -0.1, 101, -6, -0.8, -1, -8
Cn1c(=O)c2c(nc(Br)n2CC(=O)c2cccs2)n(C)c1=O
 : -9, -3, 4, 0.0, 108, -2, 0.3, -4, -5

# Other records
# Screens in order – GPR7 antagonist, M18AAP inhibitor, NALP1 inh, V1R ag counter, MEKK2wt PB1 HTS, MEKK2mut PB1 HTS, OXTR agonist, GalR3 antag, OXTR potentiator
CCS(=O)(=O)Nc1cccc(-c2nc3cccnc3s2)c1
 : -10, 3, ., -0.3, 96, 1, -0.3, -2, -2
OCCNCCSc1nc(C2CCCCC2)n(-c2ccccc2Cl)n1
 : -4, -3, 1, 0.7, 92, -13, 1.3, -2, -2
COc1ccc2cc(C3CC(c4cccs4)=NN3S(C)(=O)=O)c(Cl)nc2c1 (configuration not stated)
 : -4, -1, 40, 0.1, 89, -5, -0.3, -4, -6
CCOc1c(C)cc2[nH]c(CCC(=O)O)nc2c1C
 : 2, -6, 1, 0.3, 99, -2, 0.3, -4, -6
CN(C)c1ccc(C(=O)NN2C(=O)c3ccccc3C2=O)cc1
 : -1, -28, -7, 1.2, 120, 1, -0.2, 5, 1
O=C(NC(=S)NCCCN1CCOCC1)c1cccc2ccccc12
 : -15, 3, -15, -0.3, 102, 0, -0.7, -3, -13
CCC(=O)c1ccc(N2CCC(C)CC2)c(F)c1
 : 4, 7, 4, 0.7, 95, 6, -1.0, 6, 0
COc1ccc(NC(=O)C(NC(C)=O)C(=O)NCc2ccccc2)cc1 (configuration not stated)
 : 3, -14, 15, 0.7, 106, 4, 0.9, -2, -9
COc1cc(/C=C/CO)cc(OC)c1O[C@@H]1O[C@H](CO)[C@@H](O)[C@H](O)[C@H]1O
 : -9, -4, 28, 0.7, 95, 3, 0.0, -6, -2
Cn1ncc(Cl)c1C(=O)Nc1cccc(Cl)c1
 : 8, 3, -59, -0.3, 78, -13, -0.7, -1, -8
C=CCOc1c(Br)cc(/C=C2\SC(=Nc3ccccc3)NC2=O)cc1OC
 : -12, -8, 19, ., 97, 4, ., -2, .
CCOc1ccc(C(=O)Nc2cccc(-c3ccc(N4CCOCC4)nn3)c2)cc1OCC
 : ., ., ., -0.8, ., ., -2.1, 9, -5
CCOC(=O)N1CCN(C(=O)c2cc3n(n2)C(C(F)(F)F)CC(c2ccc4c(c2)OCO4)N3)CC1 (configuration not stated)
 : -21, -2, 5, 0.6, 100, -1, 0.7, -2, -8
CCOc1ccc(NC(=O)c2ccc(N)cc2)cc1
 : -5, 6, 23, 0.0, 101, 1, -0.3, 2, 3
CC(NC(=O)C1CCCO1)c1ccccc1 (configuration not stated)
 : -5, -8, -10, 0.3, 101, 3, 0.6, 0, -9
CCCc1nc(SCC(=O)Nc2ccc(N3CCOCC3)cc2)c2ccccc2n1
 : -9, -6, 2, 1.1, 95, -4, 0.6, -2, -3
CC1CCN(c2ccc(C=O)o2)CC1
 : -12, -1, -4, -0.5, 108, 9, -0.8, -7, 0
CCn1c(O)c(N=NC(=O)CNC(=O)/C=C/c2ccco2)c2ccccc21
 : -1, -4, ., 1.1, 96, -3, -1.1, 4, -4
CC(C)CCN1CCC(N)=NC1=O
 : -12, 1, -4, ., 422*, 534*, ., 3, .
COc1cccc(OC)c1C(=O)N1CCN(Cc2ccccc2C(F)(F)F)CC1
 : 0, 10, 11, 0.0, 109, 17, -0.8, -4, -4
Cc1ccc(NC(=O)C2CCN(S(=O)(=O)c3cccc4cccnc34)CC2)nc1
 : -3, -8, -7, 1.4, 112, 5, -0.4, 4, -5
Cc1ccc(NS(=O)(=O)c2cc([N+](=O)[O-])ccc2N/N=C/c2sc(N3CCOCC3)nc2-c2ccccc2)c(C)c1
 : -14, -6, ., 1.3, ., 49, 1.8, -2, -6
COC(=O)C1=CN(C)C=C(C(=O)OC)C1c1ccc(Cl)cc1Cl
 : -7, 5, 1, -0.4, 99, 5, 1.9, -1, -1
CCc1ccccc1NC(=O)CSc1nc2c(c(-c3ccco3)c1C#N)CCCC2
 : -4, -1, -8, 0.4, 101, 2, 0.0, 0, -5
CCN(CC(=O)Nc1c(F)cccc1F)C(=O)CSCC(=O)Nc1cccc(C)c1
 : ., ., ., -0.1, ., ., 0.2, 5, -6
CN1CCN(c2ccc(NC(=S)NC(=O)c3cccc4c(Cl)cccc34)cc2)CC1
 : 1, -1, 9, 1.5, 170*, 28*, 1.8, -8, -8
